Bioassay records deposited in PubChem by several laboratories.
MMP-13 inhibitor – MMP13 (human) collagenase inhibition; MMP-13 fTHP FRET cleavage, Mca fluorescence; inhibition, % at 4 µM; actives 0.07% (n = 65,000);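 active means inhibition above the mean of compound-free control plate wells plus 3 SD, cut at about 14% in these data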;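 further: 0% = DMSO wells and 100% = wells with reference MMP-13 inhibitor after basal subtraction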
JNK3 inh – inhibitors of human JNK3 kinase; P53779; purified JNK3 kinase activity, HTS; inhibition, % at 8 µM; actives 0.61% (n = 60,000); AID 746; in the data active means inhibition above about 17%;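 further: 0% = DMSO and 100% = reference inhibitor; many of its hits are not listed in these tables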
ROCK2 inh – inhibitors of human Rho kinase 2; purified ROCK2, Kinase-Glo ATP depletion luminescence; inhibition, % at 6 µM; actives 0.35% (n = 60,000);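 active means inhibition above the screen-wide mean inhibition plus 3 SD, cut at about 18% in these data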;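 further: plate controls were DMSO wells for no effect and Y-27632 control wells after no-enzyme background subtraction for full effect; many of its hits are not listed in these tables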
DUSP1 inh – blocks human MKP-1 phosphatase activity | P28562 | recombinant MKP-1, OMFP hydrolysis fluorescence | inhibition, %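 (compounds tested at a single concentration somewhere between 10 and 100 µM)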 | actives 0.15% (n = 65,000);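 active means inhibition above about 50%, limit read from the data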;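 further: 0% = DMSO max control wells and 100% = wells with enzyme stopped by NaOH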
Target sequence (P28562 whole entry, looked up): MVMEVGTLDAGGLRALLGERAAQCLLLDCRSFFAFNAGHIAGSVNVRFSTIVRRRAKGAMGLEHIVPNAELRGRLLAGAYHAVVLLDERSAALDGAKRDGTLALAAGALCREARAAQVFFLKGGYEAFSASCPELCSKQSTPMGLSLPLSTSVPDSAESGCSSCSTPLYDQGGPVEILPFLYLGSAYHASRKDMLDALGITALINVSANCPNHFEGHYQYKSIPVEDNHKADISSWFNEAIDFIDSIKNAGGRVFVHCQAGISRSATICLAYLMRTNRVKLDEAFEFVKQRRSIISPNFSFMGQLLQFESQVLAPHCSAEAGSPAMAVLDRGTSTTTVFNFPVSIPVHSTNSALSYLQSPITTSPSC
TNAP act DEA – human TNAP activation, intermediate phosphate acceptor | purified TNAP, CDP-star luminescence, 100 mM DEA, 30 min; active compounds read high; scale: 0 levamisole-inhibited, 1 vehicle-only enzyme | activation factor at 20 µM | 64,000 tested, under 10 active | AID 813;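 active means activation factor of at least 2 at 20 µM, relative to controls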
Target sequence (P05186 whole entry, looked up): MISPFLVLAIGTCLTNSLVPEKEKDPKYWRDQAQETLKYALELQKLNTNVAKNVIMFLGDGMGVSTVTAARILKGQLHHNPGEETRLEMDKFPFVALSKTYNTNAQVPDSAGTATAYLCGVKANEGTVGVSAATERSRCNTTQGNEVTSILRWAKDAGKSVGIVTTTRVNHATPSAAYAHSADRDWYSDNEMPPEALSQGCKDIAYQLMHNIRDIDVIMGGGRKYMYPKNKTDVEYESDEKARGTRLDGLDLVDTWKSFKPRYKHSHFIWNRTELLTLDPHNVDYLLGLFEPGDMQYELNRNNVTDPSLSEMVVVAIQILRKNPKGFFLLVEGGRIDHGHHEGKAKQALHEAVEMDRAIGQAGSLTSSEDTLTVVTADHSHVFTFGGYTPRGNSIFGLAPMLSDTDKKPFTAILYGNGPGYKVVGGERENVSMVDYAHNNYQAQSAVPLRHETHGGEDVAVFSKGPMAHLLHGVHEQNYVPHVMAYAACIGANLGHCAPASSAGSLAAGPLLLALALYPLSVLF
HEK293 NFkB inh – lowers PMA/ionomycin-induced NF-kB signal in HEK293 cells; inhibition, % at 3 µM; HEK-293 NF-kB luciferase reporter, luminescence; actives 0.21% (n = 62,000); AID 465;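 active means inhibition above the mean of all tested compounds plus 3 SD, cut at about 40% in these data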;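 further: 0% = stimulated DMSO wells and 100% = 10 µM reference inhibitor 5653914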
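Signal: luciferase luminescence; Material: HEK-293 cells with stable firefly luciferase reporter driven by four HIV NF-kB elements; Probe or stimulus: PMA with ionomycin; Replication: tested once; Times: 1 h compound pretreatment, then 16 h stimulation at 37 °C, 5% CO2; Benchmarks: DMSO and 10 µM reference inhibitor; Evaluation: per-plate % inhibition versus controls.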
Cdc25B block – inhibitors of human Cdc25B phosphatase | actives 0.1% (n = 65,000) | AID 368 | inhibition, %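 (compounds tested at 10 µM final in the well)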 | recombinant Cdc25B, OMFP fluorescence Ex485/Em525 | P30305; in the data active means inhibition above about 50%
PKA kinase inh – inhibitors of human protein kinase A. PKA Kemptide phosphorylation, Kinase-Glo ATP luminescence. inhibition, % at 6 µM. actives 0.1% (n = 65,000). AID 524;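 active means inhibition above the screen-wide mean inhibition plus 3 SD, cut at about 21% in these data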; further: many of its hits are not listed in these tables
Jurkat tox 60K – cytotoxicity toward Jurkat cells; Jurkat E6.1 viability, ATP luminescence, 48 h; inhibition, % at 4 µM; actives 1.2% (n = 56,000); AID 463;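 active means inhibition above the mean inhibition of all tested compounds plus 3 SD, cut at about 28% in these data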
* = called active by the depositor; . = no result given; [ ] = dose if it differs, or a comment.

Molecule	MMP-13 inhibitor	JNK3 inh	ROCK2 inh	DUSP1 inh	TNAP act DEA	HEK293 NFkB inh	Cdc25B block	PKA kinase inh	Jurkat tox 60K
N#Cc1ccsc1NC(=O)CSc1ncnc2ccccc12	-6	13	5	36	0.9	17	4	8	4
O=C(Nc1ccccc1C(=O)N1CCOCC1)C1CC(=O)N(C2CCCC2)C1 (configuration not stated)	-5	1	9	6	0.9	16	-5	8	-4
CCOc1cccc(-c2nnc(SCC(=O)Nc3ccc(OC)c(OC)c3)n2N)c1	-10	1	9	17	0.9	16	1	-3	-11
Cc1cc(/N=C/N(C)C)on1	2	-1	-2	10	0.9	12	1	-3	0
COCCOC(=O)C1=C(C)N=c2s/c(=C\c3cccs3)c(=O)n2C1c1cccs1 (configuration not stated)	5	1	4	-4	0.9	7	-1	8	4
O=C(CSc1nnc(CNc2ccc(F)cc2)n1Cc1ccccc1)NCc1ccco1	2	-2	4	-1	0.9	8	-16	1	-9
CCc1nnc(NC(=O)CSc2ncc(-c3ccccc3)n2C)s1	-6	3	1	3	0.9	-4	-7	2	7
O=C(Cn1c(CC(=O)N2CCCC2)nc2ccccc21)NCc1ccccc1	-2	-1	1	-21	1	22	-3	3	-2
CCCCNC(=O)c1c(N)n(/N=C/c2cccnc2)c2nc3ccccc3nc12	-2	3	-1	-6	1	.	30	2	.
Cn1c(=O)cc(SCC(=O)NCCN2CCN(c3ccccc3F)CC2)c2cc(Cl)ccc21	-3	-7	8	32	0.9	12	-26	8	2

Pulled one by one from above:
Molecule	MMP-13 inhibitor	JNK3 inh	ROCK2 inh	DUSP1 inh	TNAP act DEA	HEK293 NFkB inh	Cdc25B block	PKA kinase inh	Jurkat tox 60K
CCOc1cccc(-c2nnc(SCC(=O)Nc3ccc(OC)c(OC)c3)n2N)c1	-10	1	9	17	0.9	16	1	-3	-11
N#Cc1ccsc1NC(=O)CSc1ncnc2ccccc12	-6	13	5	36	0.9	17	4	8	4

Remaining list, next part.
Molecule	MMP-13 inhibitor	JNK3 inh	ROCK2 inh	DUSP1 inh	TNAP act DEA	HEK293 NFkB inh	Cdc25B block	PKA kinase inh	Jurkat tox 60K
O=C(Nc1ccc(-c2nnco2)cc1)c1ccccc1	0	5	4	-8	0.9	-3	3	5	-2
CCn1c(CNc2ccc(F)cc2)nnc1SCCN1CCCCC1	-8	-2	6	-16	0.9	-2	-8	6	-5
Cc1c(C(=O)N2CCCC2)sc(NC(=O)c2cccs2)c1C#N	-2	3	-7	16	1	5	12	-11	9
Cc1ccc2c(C(=O)CN3CCCC3)c(C)[nH]c2c1	-6	-7	-3	21	0.9	12	0	6	-3
CCc1nnc(NC(=O)c2cc3ccccc3oc2=O)s1	0	1	2	1	0.9	6	-17	3	-8
CCc1c(C)nc(N2CCOCC2)[nH]c1=O	0	2	-3	-10	0.9	13	-15	-2	9
O=C(O)C1CCCCC1C(=O)NCCCCc1ccccc1 (configuration not stated)	-1	1	3	-17	0.9	19	2	11	0
Cc1cc(C)nc(SCSc2nc(C)cc(C)n2)n1	5	-4	2	-5	1	3	-7	10	6
CCn1c2ccccc2c2nnc(SCC(=O)OCN3C(=O)c4ccccc4C3=O)nc21	1	-10	6	-11	1	5	-4	6	1
C=C(C)CSc1nnc(-c2cccc(Cl)c2)n1N	0	.	.	4	0.9	-6	-18	-3	.
COc1ccc(N(C(=O)Cn2nnc3ccccc32)C(C(=O)NCc2ccco2)c2cccnc2)cc1 (configuration not stated)	2	-11	-4	-6	0.9	5	5	4	7
O=C(NCCCN1CCN(c2ccccc2F)CC1)C1CCN(S(=O)(=O)c2cccs2)CC1	2	7	0	4	1	13	-4	8	14
NC(=O)CSC1=Nc2ccccc2C2=NC(CCC(=O)NCc3ccc(F)cc3)C(=O)N12 (configuration not stated)	-30	-5	-4	8	1	23	-4	0	4
CCC(C)(C)n1nnnc1C(c1cccc(C#N)c1)N1CCN(c2cc(C)ccc2C)CC1 (configuration not stated)	-2	-2	-3	-2	0.8	12	6	-4	-1
Cc1nn(-c2ccccc2)c2sc(C(=O)NCCN3CCOCC3)cc12	-43	0	2	5	1	7	-5	5	-4
CCSc1ccccc1C(=O)NCc1ccc2c(c1)OCO2	2	8	0	0	0.8	-4	-4	2	-4
Cc1ccc2nc(NC(=O)CN(C)S(=O)(=O)c3ccc(Br)s3)sc2c1	3	.	.	-3	0.9	6	-20	9	.
CCCS(=O)(=O)N1CCN(CC2CC3C=CC2C3)CC1 (configuration not stated)	4	-7	1	-1	1	18	-13	-1	-1
O=C(Nc1ccc(N2CCCC2)c(Cl)c1)c1ccco1	4	-10	-3	-10	0.9	-23	-3	5	4
CCn1c(=O)c(C)nn2c3ccccc3nc12	-2	1	-2	-5	0.9	10	4	4	-1
CSc1ncccc1C(=O)OCC(=O)c1cc2ccccc2o1	1	.	.	5	0.9	12	-9	4	.
COc1ccc2nc(SCC(=O)NC(C)(C)C)[nH]c2c1	-2	-3	3	22	0.8	3	-6	8	1
C=CCN1C(=Nc2cccnc2)SCC1(O)c1ccc(C)cc1 (configuration not stated)	7	2	-8	0	1	1	-14	-1	39*
CC(c1ccccc1F)n1cc(C(=O)NCCc2ccco2)nn1 (configuration not stated)	3	.	.	2	0.8	11	-2	0	.
CCOC(=O)c1csc(NC(=O)CSc2nnnn2-c2ccc(OC)cc2)n1	5	-1	3	0	0.9	7	-10	10	-2
COc1ccc(C(=O)c2ccc(N(C)C)cc2)c(OC)c1	1	1	6	4	1.1	32	-12	10	81*
Cc1cccn2c(=O)c(C=Nc3ccccc3)c(NCc3ccco3)nc12	-8	-13	-3	26	1	2	5	5	5
CC(C)COC(=O)c1cc(=O)[nH]c2ccccc12	-9	8	6	9	1	7	-2	11	-9
CC(=O)Nc1ccc(S(=O)(=O)N2CCSC2C(=O)O)cc1 (configuration not stated)	6	.	.	24	0.9	15	-14	3	.
CC1=Nn2c(nnc2-c2ccco2)SC1	8	7	5	-11	1	7	-25	1	9
O=C(COc1ccc(-c2nnco2)cc1)N1CCN(S(=O)(=O)c2ccc3ccccc3c2)CC1	9	3	4	32	0.9	16	-8	6	5
COc1nc(C)ccc1-c1noc(-c2ccco2)n1	-5	3	2	-8	0.9	-33	-2	1	-7
O=C(c1cccc(Br)c1)N1CCN(C(=O)N2CCCCC2)CC1	-3	1	6	0	0.8	22	0	4	4
CCOC(=O)C1CCCN(c2c(N3CCN(C4CCCCC4)CC3)c(=O)c2=O)C1 (configuration not stated)	-1	-1	2	8	1	-3	-6	6	0
COc1ccc(N2CCN(c3cc(=O)n(Cc4ccc(F)cc4)c(=O)[nH]3)CC2)cc1	9	-5	-1	5	0.9	5	-2	3	9
CCCS(=O)(=O)N1CCC(C(=O)NCc2ccccc2Cl)CC1	-4	2	7	-1	1	7	9	8	3
COC(=O)c1[nH]c2c(c1C)C(=O)CC(c1cccs1)C2 (configuration not stated)	0	0	-2	-5	0.8	32	-15	-5	97*
Cn1cccc1Cc1nnc(SCC(=O)NCC2CCCO2)n1-c1ccc(F)cc1 (configuration not stated)	1	1	8	4	0.9	12	-4	6	-9
COC(=O)c1cc2occc2n1Cc1c(F)cccc1Cl	-2	-4	-3	4	0.8	16	-3	-4	5
COCCCNC(=O)CSc1nc2ccccc2c(=O)n1CCCC(=O)NCC1CCCO1 (configuration not stated)	-1	.	.	7	1	9	-15	-7	.
Cc1ccc(C)c(N2CC(=O)N(c3cc(C)ccc3C)CC2=O)c1	6	-4	6	11	0.9	4	-4	3	-6
O=C(CCn1nnc2ccccc21)Nc1nnc(Cc2ccccc2)s1	-1	6	1	19	0.8	9	-3	2	2
CCN(CC)S(=O)(=O)c1ccc(N2CCCC2)c(C(=O)OCC(=O)/C(C#N)=C(\C)N)c1	0	-6	6	9	1	11	-12	12	0
COc1ccc(CCN2CNc3c(c(=O)n(C)c(=O)n3C)C2)cc1OC	6	10	5	-8	0.9	6	13	13	-1
CCOC(=O)C1CCCN(C(=O)c2cc3c(C)nc4ccccc4c3o2)C1 (configuration not stated)	-1	5	3	16	1	18	-10	8	2
CCC(C(=O)NC1CCCCC1)N(CC1CCCO1)C(=O)CNS(=O)(=O)c1ccc(OC)cc1 (configuration not stated)	-21	2	7	7	0.9	14	-12	6	-5
CNC(=O)NC(=O)COC(=O)CCCOc1ccc(OC)cc1	-7	-1	-1	-5	0.9	14	-2	-6	0
COCCCn1c(SCC(=O)N(C)C)nnc1-c1ccccc1	-6	2	2	-12	1	8	1	5	-8
Cc1cccc(NC(=O)Cn2cccc2)c1	2	-3	7	16	0.9	9	-9	13	-1
Cc1cc(C)c2c(=O)[nH]c(SCC(=O)N3CCCCC3)nc2n1	-8	4	4	0	1.1	5	-7	10	-6

Next compounds follow:
Molecule	MMP-13 inhibitor	JNK3 inh	ROCK2 inh	DUSP1 inh	TNAP act DEA	HEK293 NFkB inh	Cdc25B block	PKA kinase inh	Jurkat tox 60K
CCn1c(=NC(=O)CN2C(=O)CCC2=O)sc2c(OC)ccc(OC)c21	1	2	0	13	1	-2	-6	-5	-4
COC(=O)c1ccc(NC(=O)CN(C)S(=O)(=O)c2ccc(OC)c(C)c2)cc1	2	-1	-2	10	0.9	8	1	4	2
COc1ccc2cnn(Cc3ccccc3)c(=O)c2c1OC	-9	2	4	-11	0.9	10	9	10	-9
Cc1cc(C)n(-c2nc3ccccc3nc2N2CCN(C(=O)c3ccccc3)CC2)n1	-17	-1	4	-6	1	12	-8	2	-3
COc1ccc(C(=O)Nc2ccncc2)cc1OC	-3	2	14	3	0.9	14	-4	8	4
CNS(=O)(=O)c1cccc(C(=O)OC2CCCCC2=O)c1 (configuration not stated)	-7	-2	3	10	0.9	20	-7	4	-2
O=C(c1ccccc1)c1ccc(OCC(O)CN2CCCCC2)cc1 (configuration not stated)	3	-7	9	0	0.9	-5	-12	8	0
CCS(=O)(=O)c1ccc(O)c(NC(=O)c2cc(OC)c(OC)c(OC)c2)c1	4	-5	5	6	1	16	-12	7	-6
CN(C)c1ccc(C2NCCS2)cc1 (configuration not stated)	2	-7	-1	8	1	0	-2	-2	-3
CC(NC(=O)c1ccccc1Cl)C(=O)O (configuration not stated)	2	9	6	1	0.9	16	-9	0	2

Copied from the list:
Entry for COc1ccc(C(=O)Nc2ccncc2)cc1OC under PKA kinase inh: 8
Entry for CNS(=O)(=O)c1cccc(C(=O)OC2CCCCC2=O)c1 (configuration not stated) under MMP-13 inhibitor: -7
Entry for Cc1cc(C)n(-c2nc3ccccc3nc2N2CCN(C(=O)c3ccccc3)CC2)n1 under TNAP act DEA: 1

Next section:
Molecule	MMP-13 inhibitor	JNK3 inh	ROCK2 inh	DUSP1 inh	TNAP act DEA	HEK293 NFkB inh	Cdc25B block	PKA kinase inh	Jurkat tox 60K
O=C(c1ccccc1Cl)N1CCC(c2nc3c(nnn3Cc3ccco3)c(=O)[nH]2)CC1	8	-5	-1	-3	1	6	2	3	4
CCCN1CCN(C(=O)Cn2c(=O)oc3cc(S(=O)(=O)NCc4ccccc4)ccc32)CC1	5	-3	-6	4	0.9	8	-9	-5	7
COc1ccc(NC(=O)CSc2ncn(-c3ccccc3)n2)cc1Cl	4	-3	2	9	1	0	-2	4	0
c1ccc(CNn2nnnc2-c2ccccc2)cc1	4	-1	-2	-6	0.9	8	-4	4	4
CCOC(=O)Nc1nnc(-c2ccccc2OC)s1	-38	-2	2	-6	0.9	1	1	4	-4
O=C(CSCc1ccccc1)Nc1nccs1	4	-1	3	7	0.9	8	-2	3	2
CCOC(=O)c1c(NC(=O)COC)sc2c1CCCC2	2	4	9	-1	1.1	11	-14	12	0
COC(=O)Nc1c(-c2ccccc2)nc2ccccn12	-113[fluorescence artefact?]	-7	7	-6	0.9	8	3	10	-2
CCOC(=O)CSc1nc2c(sc(=S)n2Cc2ccco2)c(=O)n1-c1ccccc1	5	.	.	-8	0.8	12	-20	-2	.
